Bioassay records from PubChem BioAssay.
Growth percent in the NCI-60 one-dose screen (48 h, 10 µM unless noted): 100 = growth as untreated, 0 = no growth, -100 = all killed.
NCI/ADR-RES – NCI/ADR-RES ovarian cells; 81,000 compounds, 4.4% hits
SK-OV-3 – SK-OV-3 ovarian cancer cells. 80,000 compounds, 3.2% hits. AID 1794785
NCI-H522 – NCI-H522 lung cancer; 78,000 compounds, 8% hits
IGROV1 – IGROV1 ovarian cancer; 79,000 compounds, 4.7% hits; AID 1794786
NCI-H23 – NCI-H23 lung cancer; 80,000 compounds, 4% hits
OVCAR-4 – OVCAR-4 ovarian cancer cells; 80,000 compounds, 3.7% hits
NCI-H226 – NCI-H226 lung cancer | 79,000 compounds, 3.5% hits | AID 1794732
NCI-H322M – NCI-H322M lung cancer. 80,000 compounds, 2.7% hits
NCI-H460 – NCI-H460 lung cancer | 82,000 compounds, 6.8% hits | AID 1794736
The depositor's hits bear a star; / = not tested or not shown; & = joins results of further samples. Rule for the calls: active = growth percent below 10; inactive = the rest. Rows are unselected. Share with any hit: about 11%.

Sequence of screens – NCI/ADR-RES	SK-OV-3	NCI-H522	IGROV1	NCI-H23	OVCAR-4	NCI-H226	NCI-H322M	NCI-H460
- O=[N+]([O-])c1ccc(Nc2ccc(O)cc2)c([N+](=O)[O-])c1
→ 102&95	105&100	90&80	99	99&92	100&98	105&99	99&93	107&102
- Cc1ccc(/C=C2\CCCC3=C2N=C2SC=NN2C3c2ccc(C)cc2)cc1 (stereo unspecified)
→ 105	115	92	122	101	102	106	130	104
- N#CCN(CC#N)C1CCCCC1
→ 114	117	/	138	114	114	97	158	101
- O=C(NNc1ccccc1)C(O)C(O)C(O)C(O)CO (stereo unspecified)
→ 103	94	90	113	102	103	86	96	98
- O=S(=O)(Nc1cccc2cc(OS(=O)(=O)c3ccccc3)ccc12)c1ccccc1
→ 46	62	40	72	74	71	75	90	30
- O=C(C(/C=N/C(=S)NCc1ccccc1)=C(/O)c1ccccc1)c1ccccc1
→ 105	107	90	105	94	109	96	100	95
- COc1cc(NCCCCN)c2ncccc2c1
→ 103	94	88	112	96	109	102	113	108
- CC(C)CCC[C@@H](C)[C@H]1CC[C@H]2[C@@H]3CC[C@H]4C[C@@H](N)CC[C@]4(C)[C@H]3CC[C@]12C
→ 86	68	62	19	80	76	77	64	54
- COc1ccc(C(=O)CSc2nc3c(c(Nc4ccc(S(N)(=O)=O)cc4)n2)CCC3)cc1
→ 100	104	89	98	95	94	79	99	103
- CC(=O)OC1=CCCCC1
→ 103	97	99	99	99	101	101	104	114
- O=C(CCN1CCCCC1)c1cccc(Cl)c1
→ 106	114	99	117	101	109	105	107	113
- COc1cc2c3c(c4c5ccccc5[nH]c4c2c(OC)c1OC)C(=O)N(O)C3=O
→ 44	49	46	9.0*	55	57	43	37	27
- O=C(O)c1cccc([N+](=O)[O-])c1O
→ 102	98	101	94	99	111	104	97	104
- [C-]#[N+]c1c(-c2ccc(OC)c(OC)c2)cc(-c2ccc(Cl)c(Cl)c2)nc1N
→ 97	97	59	89	96	85	70	103	98
- O=[N+]([O-])c1ccc(Br)cc1Nc1ccccc1
→ 101	92	82	107	103	95	89	92	102
- COC(=O)C1(CC(=O)c2ccc(Cl)c(Cl)c2)NC(=S)NC(=O)C1C#N (stereo unspecified)
→ 115	148	98	111	107	110	95	116	114
- COC1=C(Br)C(=O)c2ncccc2C1=O
→ 101	100	73	95	99	98	108	126	107
- CCn1c2ccc(O)cc2c2c(C)c3c[n+](C)ccc3c(C)c21
→ 81	71	0.0*	54	19	52	26	/	7.3*
- C=C(CNCCc1ccc(O)cc1)[C@@H]1CC[C@]2(CO)CC[C@]3(C)[C@H](CC[C@@H]4[C@@]5(C)CCC(NCCO)C(C)(C)[C@@H]5CC[C@]43C)[C@@H]12 (stereo partly specified)
→ 54	86	-67*	-37*	-33*	-16*	81	-24*	-87*
- Cc1[nH]c2ccccc2c1C1c2ccccc2C=CN1C(=O)C(C)(C)C (stereo unspecified)
→ 100	110	105	91	90	94	95	97	113
- CN(C)c1ccc(/C=N/NC(=S)NC23CC4CC(CC(C4)C2)C3)c(Cl)c1
→ 106	101	/	102	114	105	91	93	104
- CCC(/C=N\O)CC
→ 102	105	101	105	97	106	107	99	109
- COc1ccc(-c2nc(NCCO)[nH]c(=O)c2C#N)cc1
→ 98	98	89	/	95	107	100	96	112
- CC(=O)Nc1cccc2c1-c1ccccc1C2=O
→ 94	111	84	84	99	92	99	89	103
- Cc1ccc(/C=N/n2c(CN3CCCCC3)nc3ccccc3c2=O)cc1
→ 106	110	93	100	102	102	94	106	98
- C=CCNC(=S)NCC=C
→ 106	106	90	106	95	106	96	135	111
- Nc1ccc(/C=C/c2ccc(N)cc2S(=O)(=O)O)c(S(=O)(=O)O)c1
→ 107	102	90	105	102	110	104	99	101
- Cc1nc(Nc2ccc(OCc3c(-c4ccccc4)no[n+]3[O-])cc2)c2cnn(-c3ccccc3)c2n1
→ 103	110	96	101	102	102	95	99	111
- Clc1ccccc1-c1nnc(-c2nc3ccccc3nc2Cl)o1
→ 101	112	101	86	95	101	114	80	108
- Nc1nc(C=O)c(CCCCc2ccccc2)c(=O)[nH]1
→ 110	106	89	113	106	109	101	95	109

Another view of part of the listing above.
SMILES | NCI/ADR-RES | SK-OV-3 | NCI-H522 | IGROV1 | NCI-H23 | OVCAR-4 | NCI-H226 | NCI-H322M | NCI-H460
O=C(NNc1ccccc1)C(O)C(O)C(O)C(O)CO (stereo unspecified) | 103 | 94 | 90 | 113 | 102 | 103 | 86 | 96 | 98
O=S(=O)(Nc1cccc2cc(OS(=O)(=O)c3ccccc3)ccc12)c1ccccc1 | 46 | 62 | 40 | 72 | 74 | 71 | 75 | 90 | 30
O=C(C(/C=N/C(=S)NCc1ccccc1)=C(/O)c1ccccc1)c1ccccc1 | 105 | 107 | 90 | 105 | 94 | 109 | 96 | 100 | 95
COc1cc(NCCCCN)c2ncccc2c1 | 103 | 94 | 88 | 112 | 96 | 109 | 102 | 113 | 108
CC(C)CCC[C@@H](C)[C@H]1CC[C@H]2[C@@H]3CC[C@H]4C[C@@H](N)CC[C@]4(C)[C@H]3CC[C@]12C | 86 | 68 | 62 | 19 | 80 | 76 | 77 | 64 | 54
COc1ccc(C(=O)CSc2nc3c(c(Nc4ccc(S(N)(=O)=O)cc4)n2)CCC3)cc1 | 100 | 104 | 89 | 98 | 95 | 94 | 79 | 99 | 103
CC(=O)OC1=CCCCC1 | 103 | 97 | 99 | 99 | 99 | 101 | 101 | 104 | 114

Back to the main list, repeating the 2 entries before the break.
Sequence of screens – NCI/ADR-RES	SK-OV-3	NCI-H522	IGROV1	NCI-H23	OVCAR-4	NCI-H226	NCI-H322M	NCI-H460
- Clc1ccccc1-c1nnc(-c2nc3ccccc3nc2Cl)o1
→ 101	112	101	86	95	101	114	80	108
- Nc1nc(C=O)c(CCCCc2ccccc2)c(=O)[nH]1
→ 110	106	89	113	106	109	101	95	109
- CN(C)c1ccc(/C=C/c2ccc3ccccc3n2)cc1
→ 81	87	87	97	88	97	96	107	82
- CCOC(=O)C1CCCC1
→ 95	103	/	96	102	/	93	91	103
- CCCCCCCCCCCCCCCCNC(=S)N/N=C/c1ccc(C(C)C)cc1
→ 96	103	87	104	104	104	96	113	110
- COc1cc(-c2cc(C(=O)N3CCN(C(=O)c4ccccc4NCc4cccs4)CC3)nc3cc(-c4ccccc4)nn23)cc(OC)c1OC
→ 53	87	19	37	86	89	79	72	38
- COc1cc(/C=C/C(=O)c2c(C)oc3nc[nH]c(=O)c23)ccc1O
→ 101	103	101	100	99	101	102	98	103
- CN(C)Cc1cc(C(C)(C)CC(C)(C)C)cc(CN(C)C)c1O
→ 90	93	98	89	94	80	93	79	82
- CC(C)(C)N1Oc2cnccc2C1c1ccccc1 (stereo unspecified)
→ 105	102	97	109	104	111	/	/	110
- O=C1CCN(Cc2ccccc2)C(=S)N1
→ 103&106	101&101	95&114	91&92	100&117	100	105&110	93&92	105&113
- COC(=O)C1(C)COP(=O)(NC23CC4CC(CC(C4)C2)C3)OC1 (stereo unspecified)
→ 94	100	90	106	106	98	108	99	103
- CCCC(O)(c1ccccc1)C(c1ccccc1)c1ccccn1 (stereo unspecified)
→ 105	109	81	101	103	108	111	115	110
- CCCCC(CC)CNC(c1ccccc1)c1ccccc1 (stereo unspecified)
→ 118	113	102	85	111	/	105	118	99
- Cc1nc(N)sc1C(=O)/C=C/c1cc(Br)cc(Br)c1O
→ 108	90	85	100	101	101	100	95	112
- CC(C)CCCCCCCOC(OCCCCCCCC(C)C)OCCCCCCCC(C)C
→ /	107	89	107	102	105	100	101	113
- C#CCOc1ccc(-c2csc(NC(=O)C=C)n2)cc1NS(=O)(=O)c1cccc2c(N(C)C)cccc12
→ 28	118	30	32	56	63	33	88	81
- COc1cc(NC(C)CCCNC(C)C)c2ncccc2c1OC (stereo unspecified)
→ 85	96	70	76	90	76	95	100	99
- CC1C/C=C/C=C/C=C/C=C/C(O[C@@H]2O[C@H](C)[C@@H](O)[C@H](N)[C@@H]2O)CC2OC(O)(CC(O)CC3OC3/C=C/C(=O)O1)CC(O)C2C(=O)O (stereo partly specified)
→ 98	104	96	99	100	111	103	101	112
- CCN1CC(=O)N2[C@H](c3ccc(Cl)cc3)c3[nH]c4ccccc4c3C[C@@H]2C1=O
→ 97	111	99	65	90	98	93	112	101
- CCNC(=O)OCCO[C@H]1Cc2cc3ccc(=O)oc3cc2OC1(C)C
→ 102	109	93	108	103	97	92	108	107
- COc1ccc(-c2c(-c3cccc(OC)c3)sc3nc(-c4ccc(Cl)cc4)c(/C=C/c4cc(OC)c(OC)c(OC)c4)n23)cc1
→ 100	90	71	98	92	81	92	93	100
- CCOC1Oc2ccc(C)cc2C(=O)/C1=C\Nc1cccc(S(N)(=O)=O)c1 (stereo unspecified)
→ 93	103	96	103	95	95	119	129	110
- O=C(/C=C(/C=C/c1ccc(OCc2ccccc2)c(OCc2ccccc2)c1)OB(F)F)/C=C/c1ccc(OCc2ccccc2)c(OCc2ccccc2)c1
→ 98	103	91	106	97	106	103	100	/
- CCN1CCN(CC(=O)N2c3cccc4cccc(c34)N(C(=O)CN3CCN(CC)CC3)C2c2cn(-c3ccccc3)nc2-c2cccc([N+](=O)[O-])c2)CC1
→ 47	115	-65*	-29*	14	-76*	-28*	25	-38*
- CCNc1nc2ccccc2c2c(=O)c3ccccc3sc12
→ 89	90	82	76	82	81	64	95	78
- Clc1ccc(CSc2nnc3c(n2)[nH]c2ccccc23)cc1
→ 96	110	89	93	91	96	85	119	110
- CN(C)c1ccc(C2C(C#N)=C(N)Oc3c2ccc2ccccc32)cc1 (stereo unspecified)
→ 68	85	64	54	86	98	64	93	83
- O=c1c2cc(F)cc(F)c2sc2c(NCc3ccccc3)nc3ccccc3c12
→ 98	90	86	95	92	95	102	95	101
- O=C(CCc1nnc2sc(-c3ccccc3)nn12)c1nc2ccccc2[nH]1
→ 93	107	91	97	80	99	/	/	100
- COc1cc(/C=N/Nc2nc3c([nH]2)c(=O)n(C)c(=O)n3C)ccc1O
→ 111&109	109&104	96&88	124&110	111&94	108&108	113&103	105&101	111&109
- CSc1nc(-c2cnccn2)cc(-c2cccs2)c1C#N
→ 88	73	59	82	91	87	68	96	92
- CCOC(=O)c1[nH]c(C)c(C(=O)OCc2ccccc2C#N)c1C
→ 15	88	52	45	69	86	100	88	83
- CCCCCC#CCN(CC)CC
→ 131	97	96	97	119	106	103	92	114
- CCCCc1n(Cc2ccc3ccccc3n2)cc[n+]1Cc1ccc2ccccc2n1
→ 98	24	10	18	4.8*	14	27	41	17
- COc1cccc(COc2ccc(/C=C3\N=C4SCCCN4C3=O)cc2)c1
→ 105	97	72	100	103	83	100	86	95
- Nc1ccc2[nH]cc(-c3c4ccccc4cc4[nH]c5ccc(N)cc5c34)c2c1
→ 102	116	85	109	93	114	115	93	100
- COc1ccc2c(c1)O/C(=C/c1ccc(OCC(=O)c3ccccc3)cc1)C2=O
→ 93	125	95	/	98	113	104	97	118
- COC(=O)C(CO)c1ccccc1 (stereo unspecified)
→ 104	102	90	109	100	91	119	101	/
- COc1ccc2ncccc2c1Cc1c(OC)ccc2ncccc12
→ 41	84	/	64	80	83	80	97	82
- O=C(CSc1nnc(-c2cc(-c3ccccc3)nc3ccccc23)n1-c1ccccc1)c1ccccc1
→ 107	81	73	100	104	106	106	99	103
